All columns: NCI-60 one-dose screen, growth in % after 48 h at 10 µM unless noted; 100 = growth as untreated, 0 = no growth, -100 = all killed.
MOLT-4: MOLT-4 leukemia cells. 6.9% of 80,000 active. AID 1794779
MDA-MB-231: MDA-MB-231 breast cancer; AID 1794789; 5% of 81,000 active
RPMI-8226: RPMI-8226 leukemia cells; AID 1794781; 7.5% of 77,000 active
MCF7: MCF7 breast cancer | 6.3% of 82,000 active
SR: SR leukemia cells | 8.7% of 73,000 active | AID 1794780
MDA-MB-468: MDA-MB-468 breast cancer; 8.5% of 78,000 active; AID 2202374
K-562: K-562 leukemia | 7.4% of 78,000 active | AID 1794777
CCRF-CEM: CCRF-CEM leukemia. 7% of 77,000 active. AID 1794778
Starred values were filed as active, the others as inactive; · = no result given; & = joins results of further samples. The calls were made as follows: active = growth percent below 10; inactive = the rest.

1: Cc1cc2c(s1)CCCC1CC(=O)N(CN3CCN(c4ccccc4)CC3)N=C21 (configuration not stated)
2: CCO/C=N/C1=C(C#N)C(c2ccc(F)cc2)c2sc3c(CC)cccc3c2O1 (configuration not stated)
3: CC(=O)OC(OC(C)=O)c1ccc([N+](=O)[O-])cc1
4: C=CCn1c(-c2nc3ccc(C(=C(C#N)C#N)c4ccccc4)cc3[nH]2)cc2cc(Br)ccc21
5: COc1ccc2cc(-c3ccnc4[nH]c(=O)[nH]c(=O)c34)ccc2c1

entry no.	1	2	3	4	5
MOLT-4	98	20	96	36	94
MDA-MB-231	122	30	100	58	107
RPMI-8226	93	4.3*	99	36	94
MCF7	97	15	93	0.9*	53
SR	95	6.8*	94	51	84
MDA-MB-468	·	7.3*	93	43	94
K-562	91	8.6*	105	24	87
CCRF-CEM	103	13	99	50	90

6: N#CC(C#N)N=Nc1cccnc1
7: CC(=O)O[C@]1(C(C)=O)CCC2C3C[C@H](C)C4=CC(=O)CC[C@]4(C)C3CC[C@@]21C (some centres not stated)
8: Cc1ncc(N)c(CO)c1N
9: C/C(=N\NC(=S)N/N=C(\C)c1ccccc1)c1ccccc1
10: CC(=O)C1=C(O)C2(O)C(=O)c3c(c(C)c4ccc(C)c(O)c4c3O)CC2C(N)C1=O (configuration not stated)

entry no.	6	7	8	9	10
MOLT-4	81	82	84	95	96
MDA-MB-231	82	71	109	85	93
RPMI-8226	·	59	114	78	117
MCF7	103	90	94	102	91
SR	81	·	101	62	97
MDA-MB-468	88	86	107	87	·
K-562	85	96	93	98	90
CCRF-CEM	104	82	103	90	116

11: c1cc(OCCN2CCCC2)ccc1CNc1ccc2nc(CCC3CCCCC3)[nH]c2c1
12: CC(=O)Nc1ccc(S(=O)(=O)Nc2ccc(-c3ccc4c(c3)NC(=O)/C4=C\c3ccc[nH]3)cc2)cc1
13: N#CSCC1CC(O)(c2ccccc2)CC(c2ccc(Cl)cc2)O1 (configuration not stated)
14: CC(C)(C)NC(=O)C(OC(=O)C1CCc2cc(F)ccc2O1)c1ccc(Br)cc1 (configuration not stated)
15: O=C(O)CC/C(=N\NC(=O)c1ccncc1)c1ccc(F)cc1

entry no.	11	12	13	14	15
MOLT-4	9.9*	72	-11*	95	114
MDA-MB-231	11	89	61	92	104
RPMI-8226	-8.8*	78	18	98	93
MCF7	3.4*	14	15	102	90
SR	7.8*	35	11	87	97
MDA-MB-468	44	-7.1*	47	101	104
K-562	-12*	65	45	91	99
CCRF-CEM	13	80	15	92	101

16: CN1CCN=C1c1ccc(NC(=O)c2ccc(C(=O)Nc3ccc(C4=NCCN4C)cc3)cc2)cc1
17: O=C(N=Nc1c(O)n(Cc2ccc(F)cc2)c2ccccc12)Nc1ccc(Cl)cc1
18: COc1cc(-c2nc(/C=C3/C(=O)Nc4ccccc43)c3ccccn23)cc(OC)c1OC
19: COC1OC2COC(c3ccccc3)OC2C(O)C1O (configuration not stated)
20: Nc1nn(-c2ccc(Br)cc2)c2cccc[n+]12

entry no.	16	17	18	19	20
MOLT-4	100	87	63	107	100
MDA-MB-231	103	93	41	106	103
RPMI-8226	·	82	·	100	104
MCF7	77	87	40	89	87
SR	89	33	·	109	98
MDA-MB-468	81	105	88	95	72
K-562	·	76	52	109	96
CCRF-CEM	110	62	73	96	99

Given as tab-separated lines: 15 of the compounds above
#	SMILES	MOLT-4	MDA-MB-231	RPMI-8226	MCF7	SR	MDA-MB-468	K-562	CCRF-CEM
5	COc1ccc2cc(-c3ccnc4[nH]c(=O)[nH]c(=O)c34)ccc2c1	94	107	94	53	84	94	87	90
6	N#CC(C#N)N=Nc1cccnc1	81	82	·	103	81	88	85	104
7	CC(=O)O[C@]1(C(C)=O)CCC2C3C[C@H](C)C4=CC(=O)CC[C@]4(C)C3CC[C@@]21C (some centres not stated)	82	71	59	90	·	86	96	82
8	Cc1ncc(N)c(CO)c1N	84	109	114	94	101	107	93	103
9	C/C(=N\NC(=S)N/N=C(\C)c1ccccc1)c1ccccc1	95	85	78	102	62	87	98	90
10	CC(=O)C1=C(O)C2(O)C(=O)c3c(c(C)c4ccc(C)c(O)c4c3O)CC2C(N)C1=O (configuration not stated)	96	93	117	91	97	·	90	116
11	c1cc(OCCN2CCCC2)ccc1CNc1ccc2nc(CCC3CCCCC3)[nH]c2c1	9.9*	11	-8.8*	3.4*	7.8*	44	-12*	13
12	CC(=O)Nc1ccc(S(=O)(=O)Nc2ccc(-c3ccc4c(c3)NC(=O)/C4=C\c3ccc[nH]3)cc2)cc1	72	89	78	14	35	-7.1*	65	80
13	N#CSCC1CC(O)(c2ccccc2)CC(c2ccc(Cl)cc2)O1 (configuration not stated)	-11*	61	18	15	11	47	45	15
14	CC(C)(C)NC(=O)C(OC(=O)C1CCc2cc(F)ccc2O1)c1ccc(Br)cc1 (configuration not stated)	95	92	98	102	87	101	91	92
15	O=C(O)CC/C(=N\NC(=O)c1ccncc1)c1ccc(F)cc1	114	104	93	90	97	104	99	101
16	CN1CCN=C1c1ccc(NC(=O)c2ccc(C(=O)Nc3ccc(C4=NCCN4C)cc3)cc2)cc1	100	103	·	77	89	81	·	110
17	O=C(N=Nc1c(O)n(Cc2ccc(F)cc2)c2ccccc12)Nc1ccc(Cl)cc1	87	93	82	87	33	105	76	62
18	COc1cc(-c2nc(/C=C3/C(=O)Nc4ccccc43)c3ccccn23)cc(OC)c1OC	63	41	·	40	·	88	52	73
19	COC1OC2COC(c3ccccc3)OC2C(O)C1O (configuration not stated)	107	106	100	89	109	95	109	96

More compounds
21: CCCCc1nc(Cl)c(C2CC(C3C(=O)N(C)C(=O)N(C)C3=O)=NN2c2ccccc2)[nH]1 (configuration not stated)
22: CNS(=O)(=O)N1CCc2c(Br)c3c(c(OC)c2C1CCc1ccccc1)OCO3 (configuration not stated)
23: CC(=O)NCCCS(=O)(=O)O
24: COc1ccc(Nc2cc(=S)nc(N)[nH]2)cc1
25: CSc1nc2nc3c(c(-c4ccc(Cl)cc4)c2c(=O)[nH]1)CN(C)C/C3=C\c1ccc(Cl)cc1

entry no.	21	22	23	24	25
MOLT-4	92	1.2*	104	94	98
MDA-MB-231	104	-63*	102	80	103
RPMI-8226	·	2.7*	113	115	94
MCF7	102	-22*	101	97	92
SR	102	4.8*	101	90	81
MDA-MB-468	99	-63*	113	114	82
K-562	90	13	95	100	114
CCRF-CEM	95	12	106	114	95

26: COc1ccc(/C=C/C(=O)Nc2cc(/C=C\c3cc(OC)c(OC)c(OC)c3)cc(OC)c2OC)cc1OC
27: CC1=C(C(=O)Nc2ccc(Cl)c(C(=O)OC(C)C)c2)SCCO1
28: COc1ccc(/C=C/c2cc(/C=C/c3ccc(OC)c(OC)c3OC)n(-c3ccccc3)n2)c(OC)c1OC
29: N#Cc1cnn2c(-c3ccc(Cl)cc3)nc(NCc3ccccc3)nc12
30: COc1ccc(/C=C/C(=O)c2nnn(-c3ccc(Br)cc3)c2C)cc1

entry no.	26	27	28	29	30
MOLT-4	-14*	96	71	63	102
MDA-MB-231	52	94	60	83	104
RPMI-8226	31	87	58	·	94
MCF7	17	98	90	72	89
SR	·	91	76	76	88
MDA-MB-468	17	·	100	86	89
K-562	·	88	66	·	90
CCRF-CEM	3.8*	74	92	84	99

31: COc1ccc(-c2nc3c(c(C)nc4c3nnn4-c3cc(OC)c(OC)c(OC)c3)c(=O)o2)cc1
32: COC(=O)C1C(C)=Nc2c(N)ncnc2NC1c1ccccc1 (configuration not stated)
33: COc1ccc(Nn2c(=O)c(=O)[nH]c3nn4c(-c5ccc(OC)c(OC)c5)c(C#N)c(N)nc4c32)cc1
34: Cn1cc(-c2noc(C(=O)c3cn(C)c4ncccc34)n2)c2cc(F)ccc21
35: COc1cccc2occ(COC(=O)c3c(C)noc3C)c(=O)c12

entry no.	31	32	33	34	35
MOLT-4	107	106	99	100	76
MDA-MB-231	111	102	98	74	92
RPMI-8226	107	117	102	91	81
MCF7	100	95	104	61	57
SR	99	96	99	91	66
MDA-MB-468	104	101	119	95	71
K-562	105	108	104	89	80
CCRF-CEM	102	87	101	·	75

36: COc1ccc(-c2csc(Nc3ccc(S(=O)(=O)Nc4cc(C)on4)cc3)n2)cc1OC
37: C#CC1(O)CC[C@H]2[C@@H]3CCC4=CCCC[C@@H]4[C@H]3CC[C@@]21C (some centres not stated)
38: COc1cc(C(=O)n2ncnc2N)cc(OC)c1OC
39: CSCCC(NC(=O)C(Cl)Cl)C(=O)O (configuration not stated)
40: O=C(Nc1ccc(Cl)cc1)c1cc2cc(F)ccc2cc1O

entry no.	36	37	38	39	40
MOLT-4	96	74&97	99	90	7.9*
MDA-MB-231	98	110&120	118	99	-23*
RPMI-8226	45	94&102	95	101	-8.9*
MCF7	101	107&117	92	95	7.1*
SR	·	83&91	113	92	4.8*
MDA-MB-468	90	111&104	109	95	-1.3*
K-562	116	83&89	98	98	12
CCRF-CEM	65	112&100	91	98	16

41: N#Cc1ccc(NC(=O)c2sc3nc4c(cc3c2N)C(=O)CCC4)cc1
42: O=C(O)CCCCC(=O)SCc1ccccc1
43: O=c1oc2ccccc2cc1C1=NN(c2ccccc2)C(c2cn(-c3ccccc3)nc2-c2ccccc2)C1 (configuration not stated)
44: c1ccc(CN=C(Nc2ccc(C3=NCCN3)cc2)c2cccc(C(=NCc3ccccc3)Nc3ccc(C4=NCCN4)cc3)c2)cc1
45: Cc1cccc(-n2c(C)nc3ccc(N4CCCNC4=O)cc3c2=O)c1

entry no.	41	42	43	44	45
MOLT-4	115	103	115	109	110
MDA-MB-231	109	102	80	123	106
RPMI-8226	96	113	110	93	104
MCF7	97	93	49	102	98
SR	·	100	129	107	98
MDA-MB-468	98	103	79	101	99
K-562	108	117	109	102	102
CCRF-CEM	100	102	99	19	106

46: COc1cc2cc(Oc3ccc(NC(=O)Nc4ccc(F)c(C(F)(F)F)c4)cc3)c(C)nc2cc1OCCN1CCOCC1
47: O=C(O)c1ccc(NCc2cccc([N+](=O)[O-])c2)cc1
48: O=C(c1ccccc1O)N1CCCCC1
49: c1ccc(-c2nnn(-c3ccccc3)n2)cc1
50: COc1cccc(-c2nc3sccn3c2-c2ccnc(NCCNC(=O)c3cc(C(F)(F)F)cc(C(F)(F)F)c3)n2)c1

entry no.	46	47	48	49	50
MOLT-4	0.0*	101	104	91	68
MDA-MB-231	40	105	96	85	83
RPMI-8226	·	92	104	99	50
MCF7	3.6*	102	92	71	73
SR	-15*	·	99	89	78
MDA-MB-468	-16*	104	115	111	96
K-562	10.0*	107	92	89	83
CCRF-CEM	5.4*	107	102	95	70

51: O=C(Nc1cccc2ccccc12)c1ccco1
52: Cc1ccc2nc(-c3ccc(C(=O)N/N=C/c4ccc(O)cc4)cc3)[nH]c2c1
53: O=C1CCC(N2C(=O)c3cccc(NCCCCCCOc4ccc(Nc5nccc(Nc6ccccc6)n5)cc4)c3C2=O)C(=O)N1 (configuration not stated)
54: N#Cc1c(N)cc(=O)n(-c2nc3ccccc3nc2Cl)c1O
55: O=C(c1nc2ccccc2[nH]1)C1C(c2ccc(C(F)(F)F)cc2)C2CC3CCCC[C@H]3N2[C@@]12C(=O)Nc1cc(Cl)ccc12 (some centres not stated)

entry no.	51	52	53	54	55
MOLT-4	125	·	55	93	37
MDA-MB-231	87	82	87	102	60
RPMI-8226	102	·	39	·	39
MCF7	88	94	67	92	25
SR	·	·	68	88	58
MDA-MB-468	90	92	49	110	50
K-562	130	·	47	94	47
CCRF-CEM	·	98	66	103	54

56: COC(=O)/C=C1\SC(=Nc2ccc(C(F)(F)F)cc2)N(CCc2c[nH]c3ccccc23)C1=O
57: CC(=O)NCC1CCCO1 (configuration not stated)
58: CCN1CCN(C(=O)[C@@]2(C)CC[C@]3(C)CC[C@]4(C)C(=CC(=O)[C@@H]5[C@@]6(C)CC[C@H](OCCC#N)C(C)(C)[C@@H]6CC[C@]54C)[C@@H]3C2)CC1
59: C/C=C/C=C(\CC)C(=O)OCC
60: CC(C)c1cc(-c2nc3ccc(F)cc3[nH]2)no1

entry no.	56	57	58	59	60
MOLT-4	-11*	91	63	100	99
MDA-MB-231	-64*	105	97	106	102
RPMI-8226	-22*	104	63	96	98
MCF7	-7.9*	109	78	99	95
SR	-14*	96	4.2*	95	84
MDA-MB-468	-66*	106	91	108	106
K-562	-0.6*	89	32	102	92
CCRF-CEM	3.9*	116	63	·	91

61: O=C(Nc1nc2ccccc2s1)c1ccc(-n2c(=O)[nH]c3ccccc3c2=O)cc1
62: CC(=O)Nc1cc(NC(C)=O)c2ccccc2c1O
63: O=C(Cn1cc(-c2ccccc2)nn1)Nc1nc(-c2ccc(Br)cc2)cs1
64: CCCCCC(=O)C(C)C1(C(=O)OC)NC(=S)NC(=O)C1C#N (configuration not stated)
65: COc1cc(NCC(=O)Nc2cc(Nc3ccc(F)cc3)ncn2)c(Cl)c(OC)c1Cl

entry no.	61	62	63	64	65
MOLT-4	107	87	89	104	91
MDA-MB-231	84	·	99	113	88
RPMI-8226	107	79	113	115	98
MCF7	90	89	88	92	90
SR	51	96	91	100	87
MDA-MB-468	95	78	99	100	90
K-562	95	91	86	90	91
CCRF-CEM	108	95	105	101	88

66: COc1cc2nc(NC3CCCC3)nc(NC3CCN(C(C)C)CC3)c2cc1OC
67: Cc1ccc(O)c(Cc2ccccc2)c1
68: CCN(CC)CCNc1ncnc2[nH]ncc12
69: COc1ccc(NCc2ccc(CO)n2-c2ccc(OC)cc2)cc1

entry no.	66	67	68	69
MOLT-4	54	·	93	·
MDA-MB-231	25	97	107	99
RPMI-8226	-11*	·	96	100
MCF7	40	114	88	98
SR	-1.8*	·	50	·
MDA-MB-468	45	101	106	96
K-562	-4.9*	·	103	·
CCRF-CEM	66	103	94	94

Compound activity from PubChem BioAssay.
